HCV inhibitor: qHTS Assay for Inhibitors of Hepatitis C Virus (HCV). Huh7.5.1 HCVcc-Cre infection, luciferase reporter, 44 h. 340,000 tested, 3.4% active. Potency, µM (series often up to 41.8 µM), inactives show at the highest dose activity change, negative = inhibition, actives largely listed as inhibitors
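A cell-based infection assay in which seeded cells (1,000 per well) receive test compound after 4 h, are inoculated with HCVcc-Cre at approximately 0.5 moi, and are incubated 44 h before luminescence detection.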
TbPYK inhibitor: qHTS of Trypanosoma Brucei Inhibitors | pyruvate kinase (Trypanosoma brucei), Q57TT1 | TbPYK enzyme, Kinase-Glo Plus ATP luminescence, 45 min | Potency, µM (titrated, usually from 76.8 µM), for the others: at the highest dose activity, negative = inhibition, actives largely listed as inhibitors | 410,000 tested, 0.12% active; note: nearly all actives have a fitted effect of over 50% in size
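Glycolytic pyruvate kinase of T. brucei was incubated with substrate, test compound and 130 uM ADP for 45 minutes at room temperature. Luminescent Kinase-Glo Plus signal was measured after 10 minutes.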
Active calls of the source: *; u = inconclusive; [ ] = another dose, or the depositor's remark. Calls come from the whole dose curve; as a rule, active = well fitted curve in the direction sought with a large enough effect; inconclusive = small, poorly fitted or top-dose-only effect, or another doubt; inactive = no such curve, though single readings can be large; an effect the other way counts as inactive or inconclusive. % is set by controls: 0 for no effect and ±100 for the full control effect; potency is the fitted concentration of half-maximal effect. A portion of the library (hit frequency here may not be typical).

SMILES	HCV inhibitor	TbPYK inhibitor
O=[N+]([O-])c1ccc(S(=O)(=O)c2cccc(C(F)(F)F)c2)nc1	u	2%
OCC[C@@H]1C[C@H](O)[C@@H](O)[C@]2(CCCO2)O1	13%	1%
CC1Cc2c([nH]c(=O)n(-c3ccccc3)c2=O)O1 (stereo unspecified)	9%	2%
O=c1cc(Cl)nc2ccccn12	7%	-7%
COc1ccc(C(=O)OCC(=O)N2CCN(C(=O)c3ccco3)CC2)cc1OC	3%	0%
Cc1cc(C([O-])=C(C(=S)Nc2ccccc2)[n+]2ccccc2)c(C)n1-c1ccccc1	u	3%
O=C1C2C3CCC(O3)C2C(=O)N1c1nccs1 (stereo unspecified)	7%	0%
Cn1c(SCCc2ccc([N+](=O)[O-])cc2)nccc1=O	-2%	-4%
O=C(NC1CCN(Cc2ccccc2)CC1)c1ccccc1NS(=O)(=O)c1ccc(F)c(F)c1	u	0%
CC1CCN(C(=O)c2[nH]cnc2C(=O)Nc2ccccc2)CC1	-9%	6%
C[C@H]1C=CC(=O)O[C@H]1c1ccccc1	15%	2%
C/C(=N/Nc1ccc(C(=O)c2c(C)cc3ccccn23)cc1[N+](=O)[O-])c1ccc(O)cc1	7%	4%
COc1ccc(NC(=O)c2cccc3c2C(=O)c2ccc(-c4ccc(F)cc4OCc4ccccc4)cc2S3(=O)=O)cc1	-6%	0%
Nc1ccc2ccccc2c1	-11%	1%
Cn1c(=O)c2[nH]c(=S)n(Cc3ccccc3)c2n(C)c1=O	-1%	16µM*
Cc1cc(N2CCN(c3ccccn3)CC2)n2nc(C)nc2n1	8%	-8%
C=C1CCN([C@@H](Cc2ccccc2)C(=O)NCCCc2ccccc2)S(=O)(=O)c2ccccc21	u	-9%
COC(=O)[C@@]1(Cc2ccccc2)[C@H]2C(=O)N(C)C(=O)[C@H]2[C@H]2CN=C(SCC3CC3)N21	-3%	2%
CCn1c(=O)c2c3c(sc2n2c(SCc4ccc(F)cc4)nnc12)CCCC3	u	-2%
O=C(COC(=O)C1=COCCO1)Nc1ccc(Br)cc1Br	-10%	5%
O=C(OCc1c(-c2ccccc2)ncc2ccccc12)c1ccc(C(F)(F)F)cc1	-9%	-2%
O=C(COC(=O)Cn1cnc2ccccc21)Nc1ccc(OC(F)F)cc1	-13%	0%
COC(=O)C1=C(c2cccc(OC)c2OC)C[C@@H]2CC[C@H]1N2C(=O)NCc1ccc(F)cc1	-29%	3%
O=C(NNC(=O)C1CC1)c1cc(Br)c(Br)s1	-2%	1%
O=C(NCCCc1ccccc1)c1cccc(NC(=O)C2CCCCC2)c1	4.5µM*	3%
COc1ccc(C(C)=NNC(=O)c2cccc(S(=O)(=O)N3CCCC3)c2)cc1	-2%	0%
COc1nc(NC2CCCCC2)nc(NC(C)(C)C)n1	-8%	1%
COc1ccc(-n2nnnc2SCC(=O)N(C)C2CCS(=O)(=O)C2)cc1 (stereo unspecified)	6%	3%
COc1ccc(C2=NOC(C)(c3sc(-c4ccc(Cl)cc4)nc3C)C2)cc1 (stereo unspecified)	30%[activator]	-2%
Cc1cccc(CNc2ncnc3[nH]ncc23)c1	-24%	2%
O=C(O)c1cccc(NS(=O)(=O)c2ccc(Cl)c(C(=O)Nc3cccc([N+](=O)[O-])c3)c2)c1	-1%	-4%
CC1(C)C2CCC1(C)C(SC(=N)N)C2 (stereo unspecified)	u	-3%
O=C(/C=C/c1ccc(F)cc1)Nc1cccc(S(=O)(=O)N2CCOCC2)c1	10µM*	-3%
COc1ccc(-c2noc3c2-c2nc(-c4ccc(C)cc4)sc2CC3)cc1	16%	0%
O=C1CC/C=C\C[C@@H](CC(=O)N(CCO)Cc2ccccc2)C(=O)N2CCC[C@H]2CO1	u	1%
O=C(Nc1cc(S(=O)(=O)Nc2ccccc2Cl)ccc1O)c1ccc(F)cc1F	-27%	11%
COc1ccc(-n2cnc(=S)[nH]c2=S)cc1	11%	-27%
CC12CC(=O)C3C(CCC4=CC(=O)CCC43C)C1CC=C2CC(=O)O (stereo unspecified)	13%	3%
O=P(NC1CCCCC1)(Oc1ccccc1)Oc1ccccc1	-11%	1%
CCOc1ccccc1C(=O)Nc1ccc2nc(N3CCN(c4ncccn4)CC3)cc(C)c2c1	2.2µM*	0%
Cc1nn(-c2ccccc2)c(C)c1C(=O)OC(C)C(=O)NC1CCCCC1 (stereo unspecified)	13µM*	11%
COC(=O)C[C@H]1c2cc(F)ccc2S(=O)(=O)N1C(C)C	12%	-5%
O=C(CN1C(=O)NC2(CCc3ccccc32)C1=O)Nc1c(Cl)cccc1Cl (stereo unspecified)	-17%	-8%
CCOc1cc(C)nc(N2CCC(C(=O)NC3CC3)CC2)n1	13%	-12%
COc1ccccc1CNC(=O)CN1C(=O)NC2(CCOc3ccccc32)C1=O (stereo unspecified)	3%	3%
O=C(COC(=O)c1ccc([N+](=O)[O-])o1)NCc1ccc2c(c1)OCO2	2%	1%
O=C1NC[C@H](Cc2ccccc2)N(CC2CCN(CCc3ccc(-c4ccccc4)cc3)CC2)C1=O	u	1%
CCOc1ccc(NC(=O)c2cccc(S(=O)(=O)Nc3c(C)n(C)n(-c4ccccc4)c3=O)c2)cc1	13%	1%
COc1ccccc1N(CCOc1ccccc1)S(=O)(=O)c1ccccc1	u	11%
C[C@H]1COC(=O)[C@@H](NC(=O)OCC2c3ccccc3-c3ccccc32)C/C=C\C[C@H](CC(=O)NCCO)C(=O)N1	-2%	-4%
Cc1c[n+]([O-])ccc1[N+](=O)[O-]	-10%	6%
Oc1c(CN2CCCCC2)ccc2cccnc12	10µM*	-7%
CCN(CC(=O)NCc1cccs1)C(=O)c1ccc(-c2ccc(F)cc2)o1	-11%	-1%
CC12CCC(=O)C=C1CCC1C2CCC2(C)C1CCC2(O)CC#N (stereo unspecified)	24%	1%
O=C(C1CCN(CCc2ccccc2)CC1)N1CCOCC1	26%	1%
CC[C@]12c3[nH]c4cc(-c5ccco5)ccc4c3CCN1C(=O)[C@@H](CC(=O)NC(C)(C)C)C[C@@H]2C(=O)N1CCN(C(=O)C2CC2)CC1	-23%[8.37 µM]	-6%
COc1ccc(C(=O)OCC(O)COC(=O)c2ccc(OC)cc2)cc1	-6%	-7%
CCN1C(=O)c2cccc3c(S(=O)(=O)N(C(C)=O)c4ccc(OC(C)=O)cc4)ccc1c23	u	6%
CN(CC(=O)Nc1sccc1C(N)=O)S(=O)(=O)c1ccc(Cl)cc1	u	0%
COc1cc(-c2nccc3cc4c(cc23)OCO4)cc(OC)c1OC	-14%	2%
Other records:
SMILES	HCV inhibitor	TbPYK inhibitor
CCC(=O)N1CCc2cc(Br)c(S(=O)(=O)NCCN3CCCCC3CC)cc21 (stereo unspecified)	1%	-2%
C=CC[C@@H](CC(=O)N[C@@H](CO)Cc1ccccc1)C(=O)NC[C@@H](OC(=O)[C@@H](CC=C)CC(=O)OC(C)(C)C)c1ccccc1	10%	-7%
C=CC[C@@H](CC(=O)N(CCO)Cc1ccccc1)C(=O)N[C@@H](C)COC(=O)[C@@H](CC=C)CC(=O)OC(C)(C)C	-16%	0%
Nc1ccc2c(c1)C(=NO)c1ccccc1-2	u	-8%
CC(N)Cc1c[nH]c2ccc(OCc3cccs3)cc12 (stereo unspecified)	u	-10%
CSc1nnnc2ccccc12	-11%	0%
CCCCN1CC(=O)N2[C@H]3c4cc(C)ccc4OC[C@@H]3[C@H](c3ccccc3)[C@]2(C)C1=O	-8%	-5%
O=C(CSc1n[nH]c(=O)n1C1CC1)Nc1ccc(OC(F)(F)F)cc1	-24%	-1%
COc1cc(C(=C(CC(=O)O)C(=O)O)c2ccc3c(c2)OCO3)cc(OC)c1OC	14%	-5%
Cc1cccc(CCNS(=O)(=O)c2ccc(S(=O)(=O)N3CCC(C)CC3)cc2)c1	-16%	-11%
O=C(CSc1nnc(NC2CC2)s1)c1ccc[nH]1	4%	-5%
CCOC(=O)[C@@H]1[C@H]2COc3cc(OC)ccc3[C@H]2N2C(=O)N(c3ccccc3)C(=O)[C@]12C	-4%	-2%
CC1CN(S(=O)(=O)c2ccc(C(=O)NC3CCCCC3)cc2)CC(C)O1 (stereo unspecified)	-16%	6%
CC(C)CCNC(=O)c1onc(CSc2ccccn2)c1C(=O)NCCC(C)C	-11%	-24%
O=C(CN1C(=O)C(=O)N(C2CCCC2)C1=O)Nc1ccccc1OC(F)F	9%	3%
O=C(CNC(=O)c1ccccc1)Oc1cccc(Cl)c1	18%	-13%
Cn1cnc([N+](=O)[O-])c1S(=O)(=O)Oc1ccccc1	u	-2%
O=C(CN1C(=O)NC2(CCc3ccccc32)C1=O)NCc1ccc(Cl)cc1 (stereo unspecified)	-4%	3%
CCN(C[C@H]1N[C@@](C)(C(=O)OC)[C@H]2C(=O)N(C)C(=O)[C@@H]12)S(=O)(=O)c1ccc(C)cc1	-1%	-4%
CC(NC(=O)COC(=O)c1ccc[nH]c1=O)c1ccccc1 (stereo unspecified)	-8%	4%

A portion from further up:
SMILES	HCV inhibitor	TbPYK inhibitor
CCCCN1CC(=O)N2[C@H]3c4cc(C)ccc4OC[C@@H]3[C@H](c3ccccc3)[C@]2(C)C1=O	-8%	-5%
O=C(CSc1n[nH]c(=O)n1C1CC1)Nc1ccc(OC(F)(F)F)cc1	-24%	-1%
COc1cc(C(=C(CC(=O)O)C(=O)O)c2ccc3c(c2)OCO3)cc(OC)c1OC	14%	-5%
Cc1cccc(CCNS(=O)(=O)c2ccc(S(=O)(=O)N3CCC(C)CC3)cc2)c1	-16%	-11%
O=C(CSc1nnc(NC2CC2)s1)c1ccc[nH]1	4%	-5%
CCOC(=O)[C@@H]1[C@H]2COc3cc(OC)ccc3[C@H]2N2C(=O)N(c3ccccc3)C(=O)[C@]12C	-4%	-2%
CC1CN(S(=O)(=O)c2ccc(C(=O)NC3CCCCC3)cc2)CC(C)O1 (stereo unspecified)	-16%	6%
CC(C)CCNC(=O)c1onc(CSc2ccccn2)c1C(=O)NCCC(C)C	-11%	-24%
O=C(CN1C(=O)C(=O)N(C2CCCC2)C1=O)Nc1ccccc1OC(F)F	9%	3%
O=C(CNC(=O)c1ccccc1)Oc1cccc(Cl)c1	18%	-13%
Cn1cnc([N+](=O)[O-])c1S(=O)(=O)Oc1ccccc1	u	-2%
O=C(CN1C(=O)NC2(CCc3ccccc32)C1=O)NCc1ccc(Cl)cc1 (stereo unspecified)	-4%	3%
CCN(C[C@H]1N[C@@](C)(C(=O)OC)[C@H]2C(=O)N(C)C(=O)[C@@H]12)S(=O)(=O)c1ccc(C)cc1	-1%	-4%
CC(NC(=O)COC(=O)c1ccc[nH]c1=O)c1ccccc1 (stereo unspecified)	-8%	4%

More results:
SMILES	HCV inhibitor	TbPYK inhibitor
Cc1cc(NC(=O)COC(=O)[C@H](Cc2ccccc2)NC(=O)c2ccco2)no1	2%	1%
Nc1c(Br)cc2c([nH]c(=O)c3ccccc32)c1Br	u	-3%
CCCCn1c(CN(Cc2ccccc2)Cc2ccccc2)nc2c1c(=O)n(C)c(=O)n2C	11%	1%
O=C(NN=Cc1ccc2c(c1)OCO2)c1ccccc1	5%	4%
COc1ccc(C(=O)NNC(=O)c2ccc3ccccc3c2)cc1	13%	6%
O=C(NCCCN1CCOCC1)c1onc(CSc2ccccn2)c1C(=O)NCCCN1CCOCC1	20%	-9%
O=C(CSc1cccc[n+]1[O-])NC1CCCCC1	33%[activator]	5%
COc1ccccc1NS(=O)(=O)c1cc(C(=O)NC2CC(C)(C)NC(C)(C)C2)ccc1Cl	5%	-8%
C[C@@H]1CN([C@H](C)CO)C(=O)c2cccc(NS(=O)(=O)c3ccccc3)c2O[C@H]1CN(C)C	3%	11%
Cc1cnc(C(=O)OCC(=O)Nc2cccc(S(=O)(=O)N3CCOCC3)c2)cn1	-5%	11%
Cn1c(=O)c2[nH]c(Cc3cccc4ccccc34)nc2n(C)c1=O	-2%	3%
ClC1(CNc2ccccc2)CCN(Cc2ccccc2)CC1	-5%	-3%
CCN1C(=O)[C@H]2[C@H]3CN=C(SC)N3[C@@](Cc3ccccc3)(C(=O)OC)[C@H]2C1=O	0.56µM*	2%
CC1(C)C(=O)Nc2ccccc2N1C(=O)COC(=O)c1ccc([N+](=O)[O-])o1	-10%	8%
CN(CC(=O)Nc1ccccc1Cl)C(=O)COC(=O)CNC(=O)c1ccc(Br)o1	-1%	-16%
CCC(CO)Oc1cc(NC(=O)c2ccc(N)cc2)c2ncn(C(C)C)c2c1 (stereo unspecified)	u	2%
CN1C(=O)[C@H]2[C@@H](/C=C/c3ccccc3)N3C(=O)CN(Cc4ccc(-c5ccccc5)cc4)C(=O)[C@@]3(C)[C@H]2C1=O	2%	1%
CC(=O)OC1CC(OC2C(O)CC(OC3C(O)CC(OC4CCC5(C)C(CCC6C5CC(O)C5(C)C(C7=CC(=O)OC7)CCC65O)C4)OC3C)OC2C)OC(C)C1OC1OC(CO)C(O)C(O)C1O (stereo unspecified)	0.56µM*	2%
CCOC(=O)C1=C(N)n2c(s/c(=C\c3cccnc3)c2=O)=C(C#N)C1c1cccnc1 (stereo unspecified)	14%	2%
C#CCOCCOCCOCCNc1nc(N2CCN(C(=O)[C@H](CCCN=C(N)N)n3cc(C(N)[C@@H](C)CC)nn3)CC2)nc(N2CCN(C(=O)[C@H](CCC(=O)O)n3cc([C@@H](N)CCCCN)nn3)CC2)n1 (stereo partly specified)	10%	2%
COc1ccc(N2C(=O)N3[C@@H]4c5ccccc5OC[C@@H]4[C@@H](c4ccccc4)[C@@]3(C)C2=O)cc1	u	4%

Assay outcomes: PubChem, National Center for Advancing Translational Sciences (NCATS)
